Assay outcomes: PubChem BioAssay, several laboratories
OPRM1-OPRD1 ag: OPRM1-OPRD1 heterodimerization agonism; cells, luminescence; P35372+P41143; activation, % at 9.3 µM; 340,000 compounds, 0.3% hits; in the data active = activation above about 18%;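 note: 0% = vehicle-treated cells and 100% = reference agonist; values of inactives mirror those of a sister screen read the other way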
Target sequence (P35372 whole entry, looked up): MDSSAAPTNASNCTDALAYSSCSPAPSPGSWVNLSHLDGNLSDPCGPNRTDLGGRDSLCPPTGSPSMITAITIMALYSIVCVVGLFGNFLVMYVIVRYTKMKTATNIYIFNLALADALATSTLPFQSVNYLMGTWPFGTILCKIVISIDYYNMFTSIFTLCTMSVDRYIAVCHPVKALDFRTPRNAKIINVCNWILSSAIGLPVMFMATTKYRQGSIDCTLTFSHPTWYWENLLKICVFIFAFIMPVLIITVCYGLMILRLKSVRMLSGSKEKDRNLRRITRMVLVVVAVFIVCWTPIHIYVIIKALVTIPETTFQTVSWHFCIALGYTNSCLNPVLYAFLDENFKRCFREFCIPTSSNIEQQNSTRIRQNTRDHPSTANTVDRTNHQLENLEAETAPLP
Target sequence (P41143 whole entry, looked up): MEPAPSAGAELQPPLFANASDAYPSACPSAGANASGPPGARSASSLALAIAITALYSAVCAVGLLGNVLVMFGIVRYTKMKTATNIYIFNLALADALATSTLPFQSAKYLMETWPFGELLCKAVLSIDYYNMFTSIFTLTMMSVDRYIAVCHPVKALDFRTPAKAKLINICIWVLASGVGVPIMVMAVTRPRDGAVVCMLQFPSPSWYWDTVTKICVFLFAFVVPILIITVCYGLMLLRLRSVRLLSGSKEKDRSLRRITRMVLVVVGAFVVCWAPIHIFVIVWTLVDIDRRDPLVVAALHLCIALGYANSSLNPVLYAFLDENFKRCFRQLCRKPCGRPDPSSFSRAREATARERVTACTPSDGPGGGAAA
Arrestin-AP2 inh: blocks beta-arrestin peptide binding to AP2 adaptin; inhibition, % at 10 µM; 340,000 compounds, 0.31% hits; FITC-arrestin peptide / GST-AP2 beads, flow cytometry; AP2 beta2 appendage carries R879A mutation;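 active = inhibition above a set limit, near 3 SD of compounds lacking own fluorescence, cut at about 54% in these data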;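 note: plate controls were DMSO wells for no effect and 5 µM unlabelled arrestin peptide for full effect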
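Measured by: flow cytometry, FL1 (488/535 nm); Material: AP2 appendage R879A on GSH beads; Evaluation: percent response; Timing: pre-incubation 12 min, peptide binding 1 h, room temperature; Also added: 50 nM FITC-arrestin peptide; Medium: PBS with 0.05% Tween 20 and 0.1% BSA.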
OPRM1-OPRD1 inv: inverse agonists of human mu-delta opioid receptor heterodimerization; cell-based MOR-DOR heterodimer luminescence, inverse agonism; inhibition, % at 9.3 µM; 340,000 compounds, 0.21% hits; in the data active = inhibition above about 22%, passing the limit was not always enough;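 note: 0% = cells with DMSO and 100% = wells without cells with DMSO; values of inactives mirror those of a sister screen read the other way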
Mot1-301 SUMO: inhibitors of SUMOylation pathway: yeast Mot1-301 growth rescue | growth rescue, % at 18.8 µM | AID 2716 | S. cerevisiae Mot1-301 growth rescue, ATP luminescence, 38.5C; percent above DMSO median, 100 means doubled | 320,000 compounds, 1% hits;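 active = every valid replicate shows activation above 250% relative to neutral control wells; inactive = the rest, any valid replicate at or below 250%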;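 note: OY570 slx delta 5 strain wells were the positive control but not used for scaling; some compounds called inactive have numbers as strong as hits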
Ecoli viability: reduces bacterial viability in AddAB counter-screen. E. coli V3065 growth, OD600 absorbance, 18 h. 330,000 compounds, 0.27% hits. inhibition, % at 11.9 µM;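 active = inhibition above the campaign's mean inhibition across all tested compounds plus 3 SD, cut at about 9.9% in these data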;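 note: uninfected addAB+ strain grown without phage in ampicillin broth; 0% = DMSO wells and 100% = ciprofloxacin 0.95 µg/ml wells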
Tat export inh: blocks Tat-dependent protein export in E. coli. E. coli MC4100 TorA-mCherry Tat export, fluorescence. inhibition, % at 10 µM. AID 488895. 340,000 compounds, 0.036% hits;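 active = mean replicate inhibition at least 50% and at least half of replicates individually reaching 50%; inconclusive = only one of the two criteria met; inactive = neither criterion met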;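 note: exported cargo escapes ClpAP degradation while cytoplasmic cargo is degraded and loses fluorescence; 0% = median of neutral control wells and 100% = median of NaSCN control wells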
PKA-R1A act: PKA-R1A complex activation. P00514+P68181. PKA-R1A dissociation, Cy5-IP20 fluorescence polarization; scaled: DMSO 0%, 113 µM cGMP 100%. activation, % at 11.4 µM. 340,000 compounds, 0.083% hits;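 active = percent activation above the mean of all tested compounds plus 3 SD, cut at about 19% in these data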;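 note: higher means more PKAc released from R1A so a rise in polarization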
phage Ecoli inh: E. coli growth loss with phage present | growth absorbance | inhibition, % at 11.9 µM | 360,000 compounds, 0.26% hits | AID 651602; in the data active = inhibition above about 11%
Pemphigus Ab inh: inhibitors of pemphigus antibody binding to human desmoglein-3; P32926; 310,000 compounds, 0.48% hits; AID 588358; binding (percent of control), % at 10 µM; DSG3-coupled beads, scFv-anti-DSG3-GFP binding, flow cytometry; stronger effect = lower value;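 active = binding more than 3 SD below its plate's average and above zero; inconclusive = below that plate limit but binding exactly zero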; note: some compounds called inactive have numbers as strong as hits
PfHsp90 yeast 2: growth inhibition of yeast expressing Plasmodium Hsp90. S. cerevisiae expressing PfHsp90, BacTiter-Glo ATP, 48 h; yeast lacking PDR1 and PDR3 efflux regulators. inhibition, % at 9.4 µM. 310,000 compounds, 0.32% hits;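 active = every replicate shows inhibition above about 80%, whatever the replicate mean, limit read from the data; inconclusive = mean inhibition reaches the set limit but some replicate falls short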;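 note: 0% = DMSO neutral controls and 100% = 20 µM radicicol positive controls; yeast relying on Plasmodium falciparum Hsp90 in place of its own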
AddAB inh: less growth of phage-infected E. coli with AddAB | inhibition, % at 11.9 µM | 330,000 compounds, 0.29% hits | E. coli expressing H. pylori AddAB, absorbance growth | AID 435030; in the data active = inhibition above about 12%;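 note: 0% = vehicle wells of infected cells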
* marks the source's active call; other numbers are inactive results; ? = inconclusive; . = no result given. Hits appear at their usual frequency; 2.8% or so of the library scored in one or more.

SMILES	OPRM1-OPRD1 ag	Arrestin-AP2 inh	OPRM1-OPRD1 inv	Mot1-301 SUMO	Ecoli viability	Tat export inh	PKA-R1A act	phage Ecoli inh	Pemphigus Ab inh	PfHsp90 yeast 2	AddAB inh
COc1ccc(C(C)NC(=O)C23CC4CC(CC(C4)C2)C3)cc1OC (stereo unspecified)	-3.4	-2	16	-9	1.3	-7	7	-1.5	107	8	-1.5
CN(Cc1nc(-c2ccc(C(F)(F)F)cc2)no1)C1CCOCC1	0.9	7	-4	17	3.0	-3	-6	1.9	110	.	2.8
O=C(Cn1nc(C(=O)O)c2ccccc2c1=O)NCc1ccco1	-3.2	30	18	447	6.5	?	-2	6.1	99	11	2.5
O=C(Cc1ccc(S(=O)(=O)N2CCOCC2)s1)N(Cc1ccccc1)c1ccccc1	-3.3	0	16	3	-0.4	3	-1	1.3	97	-18	-1.6
COc1ccc(NC(=S)Nc2ccc(S(=O)(=O)N3CCOCC3)cc2)c(OC)c1	1.9	10	-11	18	0.6	-11	12	3.0	103	-10	2.1
COc1ccc(Cl)cc1NC(=O)COC(=O)CCNS(=O)(=O)c1cccs1	-1.1	-2	7	.	.	-2	0	2.5	.	.	.
COc1ccc(N(CC(=O)N2CCN(c3cc(C)ccc3C)CC2)S(=O)(=O)c2c(C)noc2C)cc1	-2.2	-5	11	-9	2.1	-10	-3	2.1	.	-44	0.9
O=C(/C=C/c1ccco1)N1CCN(c2ccccc2)CC1	-1.7	-2	8	-4	-2.5	-3	10	8.7	108	9	4.7
O=C(NN=C1CCCC1)c1cc(-c2ccc(F)cc2)nc2ccccc12	-1.2	11	7	-14	1.9	-4	-11	2.5	98	11	-0.4
N#Cc1nc(-c2ccc(OCc3ccccc3)cc2)oc1NCCCN1CCOCC1	5.5	5	-33	18	0.5	11	-12	1.3	99	-13	2.5
CCOc1cc(-c2noc(CCC(=O)N3CCOCC3)n2)ccc1OC	-2.4	3	15	.	0.8	-7	1	3.8	92	-9	2.5
CCC(=O)c1cn(CC(=O)Nc2cccc(OC)c2)c2ccccc12	-2.4	30	11	55	1.4	0	0	2.7	104	-8	6.4
CC(C)c1nc(SCC(=O)Nc2ccc3c(c2)OCCO3)c2c(=O)n(C)c(=O)n(C)c2n1	-1.9	10	12	94	-0.1	6	-1	1.7	97	17	0.5
CSc1nc2c(cc1C#N)CCC2	-3.0	-1	15	109	0.3	-3	-6	2.2	.	0	3.7
COc1ccc(CNc2ncnc(N)n2)cc1	1.4	-4	-8	12	-0.3	7	-11	0.9	103	-16	1.8
CCOC(=O)N1CCN(C(=O)c2cnsn2)CC1	-2.7	20	16	3	-1.5	1	-7	3.0	94	-10	1.4
O=C(Cc1ccccc1Cl)NCCCn1ccnc1	-2.6	-1	14	-1	1.2	-16	-4	3.2	121	5	2.1
C=CCc1cc(Cl)ccc1OCCNCCN1CCOCC1	0.8	6	-4	.	-6.0	7	-6	-2.9	114	6	-3.5
Cc1nn(C(C)C(=O)NCc2ccccc2Cl)c(=O)c2c1sc1ccccc12 (stereo unspecified)	-0.8	-6	5	5	0.3	-2	-2	0.0	.	17	1.2
C/C(=N/NC(=O)c1cc(C)[nH]n1)c1ccco1	0.1	31	-1	-6	-0.7	-1	0	4.2	.	1	1.6
CCO[C@@H]1OC(C(=O)N2CCOCC2)=C[C@H](C2CC2)[C@H]1CCCO	3.2	3	-17	-8	-0.5	-1	-2	-0.5	108	23	2.6
CCOC(=O)c1c(-c2cccc3ccccc23)csc1NC(=O)C1C2CCC(O2)C1C(=O)O (stereo unspecified)	-0.4	3	2	-3	-0.7	-6	7	4.1	87	-22	2.9
O=C(CN1C(=O)S/C(=C\C=C\c2ccccc2)C1=O)Nc1ccccc1C(=O)O	-1.9	30	10	2	1.8	0	6	0.9	87	-7	0.7
C[C@H](C(O)c1ccccc1)N(C)C(=O)CN (stereo partly specified)	-2.6	-7	15	-8	1.8	0	4	2.3	101	-2	1.7
c1ccc(CSc2ncnc3ccccc23)cc1	-1.1	-13	5	-15	-2.6	-6	-2	2.1	101	-13	1.2
Cc1ccc(C(=O)N/C(=C\c2ccc(-c3ccccc3[N+](=O)[O-])o2)C(=O)NCCCN(C)C)cc1	1.4	0	-7	-6	-2.1	-2	-3	-0.6	94	10	-2.9
CC(=O)Nc1ccc(NC(=O)Cn2c(=O)n(-c3ccc(C)cc3)c(=O)c3oc4ccccc4c32)cc1	-1.6	41	8	-31	-0.5	-4	-5	0.3	101	31	1.8
COC(=O)CCc1nc2c(C#N)c(-c3ccc(Cl)cc3)ccn2n1	-1.6	35	8	1	-1.7	0	-6	2.5	101	-3	3.8
CCCc1ccc(OC(=O)c2ccc(O)cc2Cl)cc1	4.7	-4	-23	7	1.1	11	-7	6.0	100	2	5.3
O=C(Oc1ccc(Cl)c2cccnc12)c1cccnc1	-0.8	-8	4	22	1.2	-6	4	-1.3	96	112*	1.5
CC(NC(=O)c1ccco1)C(=O)N1CCCCC1 (stereo unspecified)	-2.8	-7	14	-12	0.2	5	-18	0.9	.	14	-2.3
CC1(C)CC(=O)C=C(Nc2ccccc2N)C1	4.6	38	-24	10	-0.4	11	-4	1.7	107	21	1.3
CN(NC1OC(=O)c2ccccc21)c1ncc(C(F)(F)F)cc1Cl (stereo unspecified)	-0.4	4	2	-10	0.2	-7	9	0.1	.	8	-0.6
N#Cc1cccc(NC(=O)NCCc2c[nH]c3ccccc23)c1	-1.2	-14	6	6	0.7	8	-9	4.2	102	1	-0.3
CC1(OC(=O)CCc2ccccc2)C(=O)C=C2C=C(c3ccc(C#N)cc3)N(C3CCCCC3)C=C2C1=O (stereo unspecified)	5.8	18	-34	-1	-1.2	8	2	0.1	96	-8	2.1
Brc1ccc(-c2noc(COc3ccc4c(c3)CCC4)n2)o1	0.6	1	-4	130	-0.9	-1	9	1.6	96	11	-1.5
CCOC(=O)N1CCN(C(=O)c2cn(CC)c3ccc(S(=O)(=O)N4CCOCC4)cc3c2=O)CC1	-3.5	40	18	-7	2.9	-5	-7	0.0	110	4	1.0
CCC(C)(C)NC(=O)C(c1ccco1)N(C(=O)c1csnn1)c1cccc(F)c1 (stereo unspecified)	-1.7	12	9	-3	1.0	9	-9	1.3	.	14	3.2
COc1ccc(OCc2nnc(SCC(=O)NC3CC4CCC3C4)o2)cc1 (stereo unspecified)	0.0	-2	0	19	-1.1	-8	7	-1.0	121	-5	1.2
CN(C)c1ccc(C(=S)N2CCOCC2)cc1	1.0	-2	-5	39	0.6	11	-4	3.4	.	-19	1.4
C=CCN(CC=C)Cc1c(C)[nH]c2c(C)c(C)ccc2c1=O	-1.2	13	6	-26	1.7	0	4	5.0	86	-39	6.0
Cc1cc(C)nc(N/N=C/c2cccc([N+](=O)[O-])c2)n1	.	0	.	-3	-0.8	-3	.	2.1	98	-7	1.9
CCOc1ncccc1C(=O)OCC(=O)NCc1ccc2c(c1)OCO2	0.4	3	-2	0	1.7	3	-1	2.8	109	-11	-3.4
COc1ccc(-n2c(Cc3cccn3C)nnc2SCC(=O)Nc2cccc(F)c2)cc1	-1.1	-3	6	10	-2.3	17	10	0.8	107	-9	2.6
CC(=O)Nc1ccc(OC(F)(F)Cl)cc1	0.4	25	-3	-1	2.3	6	-3	3.9	97	0	1.3
CC(NC(=O)c1cccc(S(=O)(=O)N(C)C)c1)c1nc2ccccc2[nH]1 (stereo unspecified)	2.9	23	-13	11	3.6	-8	1	5.9	.	9	4.8
COc1ccc(S(=O)(=O)N2CCCCCC2)cc1C(=O)N1CCN(c2ccc(F)cc2)CC1	-2.5	-6	10	.	.	6	-8	0.5	100	.	.
CC(=O)N1CCOc2ccc(S(=O)(=O)Nc3ccc(C)cn3)cc21	-2.9	2	15	-4	0.9	8	-5	-0.6	101	14	-0.2
Cc1c(N2C(=O)CSC2c2ccco2)c(=O)n(-c2ccccc2)n1C (stereo unspecified)	-0.8	-12	5	-16	-1.1	1	2	-1.7	114	8	0.9
C[C@H](NC(=O)Nc1cccc(Br)c1)C(=O)O	-1.6	0	9	-32	0.3	-5	-1	-0.6	96	-8	1.9
Cc1[nH]c(C)c2c(=O)[nH]ncc12	-1.4	24	7	-19	1.1	3	2	-0.5	.	-16	0.8
COCCN1C(=O)C(=O)/C(=C(/O)c2cccc(OC)c2)C1c1ccc(C)o1 (stereo unspecified)	-2.0	9	12	2	-2.5	4	1	2.1	86	-11	1.2
Cc1ccc(C(=O)Nc2cccc(NC(=O)c3cccs3)c2)c(C)c1	-0.8	-10	4	-3	4.7	-11	-16	4.4	114	0	7.2
Cc1ccc(CNC(=O)C2CC(c3ccccc3[N+](=O)[O-])=NO2)cc1 (stereo unspecified)	-0.5	-6	3	6	0.9	-2	-1	4.2	103	15	2.4
O=C(NCc1ccc2c(c1)OCO2)c1ccc(NC(=O)C2CCCO2)cc1 (stereo unspecified)	0.5	-15	-3	16	-0.6	-9	4	1.9	104	.	0.7
COc1ccc(C(CNC(=O)C(CCSC)NC(=O)c2ccccc2Cl)N2CCCCC2)cc1 (stereo unspecified)	0.9	5	-4	-21	-1.2	-5	1	0.7	98	.	0.6
COC(=O)C(Cc1ccccc1)NCC(=O)Nc1cccc(Cl)c1C (stereo unspecified)	-2.2	-6	13	7	0.0	-3	9	-1.4	92	16	-0.7
O=C(CN1C(=O)NC2(CCOc3ccccc32)C1=O)c1ccc(F)c(F)c1 (stereo unspecified)	-0.1	5	0	-13	-1.4	-7	-6	-0.4	101	.	-0.2
CC1CN(CCCCN2C(=O)c3ccccc3C2=O)CC(C)O1 (stereo unspecified)	-1.1	12	6	.	-3.6	-6	2	1.3	99	-12	0.8
Cc1cc(C)cc(C(=O)NC(=S)Nc2ccc(Cc3ccncc3)cc2)c1	0.5	16	-2	58	-1.2	-9	4	2.6	96	20	4.4
CCn1nc(C(=O)NNC(=O)COc2ccccc2C)c2ccccc2c1=O	-0.4	5	2	-21	1.1	14	-14	2.8	86	-1	0.4
